# Bioassay records (PubChem BioAssay)
# S100A4 inh HTS = blocks human S100A4 binding to myosin IIA peptide | P26447 | S100A4/TAMRA-MyoIIA peptide fluorescence polarization | inhibition, % at 10.7 µM | 360,000 compounds, 0.14% hits | AID 652163;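 active = mean inhibition of at least 70% across replicates, with every replicate also reaching that level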
# Target sequence (P26447 whole entry, looked up): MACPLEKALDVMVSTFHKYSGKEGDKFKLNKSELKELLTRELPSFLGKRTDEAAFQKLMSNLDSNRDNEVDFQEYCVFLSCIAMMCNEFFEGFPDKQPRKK
#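 Assay system: human S100A4 monomer with TAMRA-labelled myosin IIA peptide / Buffer or medium: Calcium-containing HEPES buffer, pH 7.2 / Reagent: TAMRA-labelled myosin IIA heavy-chain peptide probe, 5 nM / Compound: one dose per compound / Timing: polarization read 5 min after assay mix addition, stable 5–60 min / Benchmarks: neutral control DMSO, positive control TFP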
# PglD DTNB = blocks C. jejuni PglD acetyltransferase activity | purified PglD enzyme, DTNB colorimetric CoA detection | 360,000 compounds, 0.098% hits | inhibition, % at 12.5 µM; in the data active = inhibition above about 16%, passing the limit was not always enough; note: strong numbers were not always called active
# FN deposition inh = fibronectin deposition inhibition | AH1F fibroblasts, Alexa488-fibronectin deposition fluorescence, overnight | inhibition, % at 12.6 µM | 350,000 compounds, 0.086% hits;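 active = mean inhibition across replicates of 30% or more, regardless of how many single replicates reach that level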;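 note: positive control wells lacked labelled fibronectin entirely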
#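 Schedule: 1 h cell adhesion before compound, then overnight fibronectin incubation; test system: AH1F fibroblast monolayer depositing Alexa488-labelled fibronectin into matrix; quantity: 10000 AH1F cells per well; probe or stimulus: fluorescent fibronectin at 24 nM final; signal: fluorescence, ex 485 nm, em 525 nm; evaluation: percent inhibition as loss of matrix-bound fibronectin fluorescence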
# EWS-Fli block = inhibitors of EWS/Fli oncoprotein transcriptional activity; 350,000 compounds, 0.67% hits; inhibition, % at 12.6 µM; A673 NR0B1-luciferase reporter, viability-normalised;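 active = mean inhibition of at least 50% after viability correction, with every replicate also passing that limit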;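 note: firefly luciferase signal divided by Alamar Blue viability fluorescence both relative to DMSO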
# LGR2 antag = inhibitors of bursicon-induced Drosophila LGR2 receptor cAMP signaling. HEK293 LGR2, CRE-luciferase, bursicon-stimulated, 4 h. inhibition, % at 9.99 µM. 380,000 compounds, 0.35% hits;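 active = drop in luminescence signal, shown as inhibition above about 50% in the replicate tests, limit read from the data, passing the limit was not always enough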;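 note: agonist challenge used bursicon conditioned medium at about half maximal strength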
# PGC1a acetyl inh = modulators of PGC1a acetylation. U2OS PGC1a acetylation, AlphaScreen anti-acetyl-lysine; with virally co-expressed GCN5 acetyltransferase. inhibition, % at 15.6 µM. 350,000 compounds, 0.17% hits;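 active = every replicate shows inhibition of at least 40%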;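 note: 0% = neutral control wells and 100% = positive control wells; some results beyond the cut were filed as inactive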
# ERAP1 inh = blocks human ERAP1 aminopeptidase activity; AID 652197; recombinant ERAP1, Leu-AMC fluorescence, 60 min; inhibition, % at 10.7 µM; 340,000 compounds, 0.15% hits;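 active = mean replicate inhibition of at least 30%, or all replicates individually reaching that 30% level; inactive = mean below 30% and not every replicate reaching it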;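 note: 0% = neutral control wells and 100% = L-leucinethiol positive control wells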
# Target sequence (Q9NZ08 whole entry, looked up): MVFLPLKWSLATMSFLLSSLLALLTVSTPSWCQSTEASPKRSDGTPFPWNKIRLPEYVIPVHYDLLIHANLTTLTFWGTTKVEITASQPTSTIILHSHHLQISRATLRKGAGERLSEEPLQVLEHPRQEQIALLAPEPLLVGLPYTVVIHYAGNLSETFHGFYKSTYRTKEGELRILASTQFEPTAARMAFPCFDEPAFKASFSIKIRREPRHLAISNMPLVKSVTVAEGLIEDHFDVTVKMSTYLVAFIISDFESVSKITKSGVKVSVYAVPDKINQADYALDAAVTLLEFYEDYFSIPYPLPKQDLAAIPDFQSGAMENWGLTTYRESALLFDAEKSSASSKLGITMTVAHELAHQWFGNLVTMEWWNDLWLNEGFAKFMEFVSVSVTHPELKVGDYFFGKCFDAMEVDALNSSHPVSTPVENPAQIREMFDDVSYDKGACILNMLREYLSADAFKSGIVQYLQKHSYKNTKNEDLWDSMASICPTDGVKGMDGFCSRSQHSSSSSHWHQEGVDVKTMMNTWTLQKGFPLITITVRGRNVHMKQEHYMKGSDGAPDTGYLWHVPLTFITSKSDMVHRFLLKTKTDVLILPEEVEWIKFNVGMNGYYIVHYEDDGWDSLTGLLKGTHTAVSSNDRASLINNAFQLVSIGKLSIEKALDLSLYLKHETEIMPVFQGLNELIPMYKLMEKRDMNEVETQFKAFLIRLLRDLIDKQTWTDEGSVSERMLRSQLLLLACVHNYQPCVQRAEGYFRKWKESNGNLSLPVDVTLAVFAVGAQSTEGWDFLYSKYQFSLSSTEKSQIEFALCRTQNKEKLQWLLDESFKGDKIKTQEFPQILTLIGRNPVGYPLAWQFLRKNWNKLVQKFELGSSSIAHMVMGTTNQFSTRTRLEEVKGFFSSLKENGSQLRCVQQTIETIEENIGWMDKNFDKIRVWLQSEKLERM
# PAX8 inh HTS = lowers PAX8-driven luciferase in RMG-I cells | 360,000 compounds, 1.2% hits | inhibition, % at 12.6 µM | RMG-I TPO-luciferase reporter, SteadyGlo, 24 h;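 active = mean replicate inhibition at least 60% with every replicate also reaching 60%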;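 note: luciferase light reporting Pax8 driven TPO promoter activity; plate controls were median of neutral control wells for no effect and mitoxantrone controls for full effect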
# Starred values were filed as active, the others as inactive; / = not tested or not shown.
no.	mol	S100A4 inh HTS	PglD DTNB	FN deposition inh	EWS-Fli block	LGR2 antag	PGC1a acetyl inh	ERAP1 inh	PAX8 inh HTS
1	CC[C@]12c3[nH]c4cc(CCC(=O)N(C)C)ccc4c3CCN1C(=O)[C@@H](CC(=O)NCc1cccc(C(F)(F)F)c1)C[C@@H]2C(=O)N1CCN(C(=O)c2ccco2)CC1	1	0	-4	3	19	-7	/	9
2	CCOC(=O)C(C)Sc1nc(=O)n2cccc(C)c2n1 (centres undefined)	4	/	2	-2	33	-1	-7	6
3	CCCCn1c(N)c(N(CCOC)C(=O)C2CCN(C(=O)c3ccc(Cl)cc3)CC2)c(=O)[nH]c1=O	0	-2	/	-2	20	0	2	-5
4	Cc1nc(-c2ccc(Cl)cc2)sc1C1(C)CC(c2ccc(OC(F)(F)F)cc2)=NO1 (centres undefined)	-1	3	10	-10	-32	-3	-1	-14
5	Cc1cccc(N2CCN(C(=O)/C=C/c3ccco3)CC2)c1C	-1	/	26	6	/	/	2	5
6	S=c1nc(-c2ccccc2)[nH]c2ccccc12	2	1	-8	30	-40	/	-1	5
7	C[C@H]1CN([C@@H](C)CO)C(=O)Cc2cc(NC(=O)Cc3cn(C)c4ccccc34)ccc2O[C@H]1CN(C)Cc1ccc(C(=O)Nc2ccccc2N)cc1	-2	-5	/	37	3	-11	0	/
8	CN(C)CC(=O)N1[C@H](C#N)[C@@H](c2ccc(C#CC3CC3)cc2)[C@@H]1CO	-6	-3	-2	4	4	-1	-1	14
9	CC(Oc1cccc(Cl)c1)C(=O)Nc1cc(S(=O)(=O)N2CCCCC2)ccc1N1CCOCC1 (centres undefined)	2	/	-1	24	16	/	-3	60
10	CC(=O)N[C@@H]1CC[C@H](CC(=O)NCc2ccc(Cl)cc2)O[C@H]1CO	-38	4	/	-3	1	-2	-8	5
11	COc1ccc(-n2cnc3cc(NS(=O)(=O)c4ccccc4)ccc32)cc1	-11	8	/	-38	-18	0	5	/
12	Cc1nc(-c2ccc(F)cc2)c(CC(=O)N(C)CC(=O)Nc2ccc(Br)cc2C)s1	-1	2	11	18	-5	3	2	5

# The listing continues.
no.	mol	S100A4 inh HTS	PglD DTNB	FN deposition inh	EWS-Fli block	LGR2 antag	PGC1a acetyl inh	ERAP1 inh	PAX8 inh HTS
13	CC(Oc1ccc(Cl)cc1)C(=O)Nc1nccs1 (centres undefined)	/	-2	-1	/	/	-9	/	-37
14	CCc1ccc(CCN2C(=O)c3ccccc3C2=O)nc1	-1	5	-5	4	0	1	0	-5
15	CC(C)NC(=O)N(C)C[C@H]1Oc2ccc(NC(=O)Nc3ccc4c(c3)OCO4)cc2C(=O)N([C@H](C)CO)C[C@H]1C	-2	-2	/	-9	29	-2	-1	/
16	O=C1c2cccnc2C(=O)N1Cc1ccc(S(=O)(=O)NCc2ccco2)cc1	-2	-1	-5	1	-2	3	-2	-16
17	CCOC(=O)Nc1ccc2c(COC(=O)C(NS(=O)(=O)c3ccc(Cl)cc3)C(C)O)cc(=O)oc2c1 (centres undefined)	-3	1	-3	-6	12	3	1	-24
18	Cc1ccc(S(=O)(=O)c2c(N)n(NC(=O)c3ccccc3C)c3nc4ccccc4nc23)cc1	/	-5	3	/	/	1	/	-57
19	C[C@@H](NC(=O)C[C@H]1CC[C@@H]2[C@H](COC[C@H](O)CN2Cc2ccc(C(F)(F)F)cc2)O1)c1ccccc1	15	-2	-6	-1	-20	1	-2	15
20	O=C(Nc1cccnc1)C1Cc2c(-c3ccco3)ccnc2O1 (centres undefined)	-5	-2	-6	-3	12	6	-1	-21
21	CC(=O)Nc1ccc(NC(=O)C2CCCN2S(=O)(=O)c2cccc(C(F)(F)F)c2)cc1 (centres undefined)	16	0	0	-1	-13	/	0	-3
22	CCCCCNC(=O)C(c1cccc2ccccc12)n1c(=O)c(-c2ccco2)nc2ccccc21 (centres undefined)	-16	/	-1	-2	16	/	-1	14
23	O=S(=O)(c1ccc(Cl)cc1)N1CCC2(CC1)CO2	6	-1	8	-42	/	-4	-9	-5
24	Cc1ccc(S(=O)(=O)N[C@H]2CC[C@H](CCNC(=O)C3CCCCC3)O[C@@H]2CO)cc1	3	1	/	-3	-16	-3	-1	4

# The listing continues.
no.	mol	S100A4 inh HTS	PglD DTNB	FN deposition inh	EWS-Fli block	LGR2 antag	PGC1a acetyl inh	ERAP1 inh	PAX8 inh HTS
25	CCOc1cc(C2C(C(C)=O)=C(O)C(=O)N2CCc2c[nH]c3ccccc23)ccc1O (centres undefined)	9	/	7	-5	23	-10	1	14
26	COc1cccc(S(=O)(=O)N[C@@H]2CC[C@@H](CC(=O)NCc3ccncc3)O[C@@H]2CO)c1	-4	0	12	-1	-3	3	0	-12
27	C[C@H]1CN([C@@H](C)CO)C(=O)c2cc(NS(=O)(=O)c3cccs3)ccc2O[C@H]1CN(C)C	7	-9	/	-5	8	0	-2	-10
28	CCCSc1ccccc1C(=O)N1CCN(C(=O)c2ccco2)CC1	3	2	-3	3	4	0	-3	-1
29	Cc1onc(-c2c(Cl)cccc2Cl)c1NC(=O)N1CCSCC1	3	1	-9	4	3	-9	-8	-12
30	COc1cc(N(C)C)c([N+](=O)[O-])cc1C(=O)N1CCOCC1	5	-3	-6	-2	/	/	1	1
31	CN(C)C(=S)Nc1ccc2c(c1)OCO2	-10	/	/	5	-27	0	2	-13
32	Cc1noc(C)c1S(=O)(=O)N(C)C[C@H]1Oc2ccc(NC(=O)C3CC3)cc2C(=O)N([C@H](C)CO)C[C@@H]1C	-1	-6	9	1	-12	-5	-2	-18
33	COc1ccc(NC(=O)N[C@H]2CC[C@@H](CCNC(=O)CCN3CCCCC3)O[C@H]2CO)cc1	10	3	-23	-13	-7	0	0	-14
34	COc1cc2nc(CN(C)Cc3ccc(SC)cc3)[nH]c(=O)c2cc1OC	-2	-3	-5	-3	4	-15	/	10
35	CCOc1ccccc1NC(=O)C(c1ccccc1)N1CCN(CC(=O)N2CCOCC2)CC1 (centres undefined)	9	-5	-3	5	-2	-7	-10	6
36	CN(C)CCCNC(=O)C[C@H]1CC[C@H](NS(=O)(=O)c2ccccc2)[C@@H](CO)O1	4	3	-28	-3	-27	-5	-2	-8

# Further structures follow.
no.	mol	S100A4 inh HTS	PglD DTNB	FN deposition inh	EWS-Fli block	LGR2 antag	PGC1a acetyl inh	ERAP1 inh	PAX8 inh HTS
37	CC(C)(C)NC(=O)c1cccc(NC(=O)Cc2ccc(Br)cc2)c1	/	-4	-1	/	-10	-5	/	/
38	O=C(Nc1ccc(Cl)c(Cl)c1)c1ccc(Cn2c(=O)[nH]c3ccsc3c2=O)cc1	-13	0	22	-22	17	3	0	-24
39	S=C1CSc2ccccc2N1	6	/	2	8	19	4	0	10
40	COc1ccc(NC(=O)Nc2ccc3c(c2)C(=O)N([C@@H](C)CO)C[C@H](C)[C@@H](CN(C)S(=O)(=O)c2cccs2)O3)cc1	-2	1	/	6	2	-3	0	/
41	CCOc1ccc2nc(NC(=O)CN3C(=O)NC4(CCCC4)C3=O)sc2c1	-1	/	-1	-29	-14	/	0	-32
42	N#C/C(=N/Nc1ccc(OC(F)(F)F)cc1)C(N)=S	10	/	-13	-35	33	0	/	81*
43	C/C(N)=C(/C#N)C(=O)COC(=O)c1ccc(C#N)cc1	-3	-2	/	-3	4	/	-3	3
44	CCCS(=O)(=O)Nc1cccc(-c2cn3c(n2)SCC3)c1	-4	2	6	/	1	0	7	-16
45	CCc1ccc2nc(/N=C(\N)NC(=O)c3ccccc3)nc(C)c2c1	-3	0	-6	-33	/	1	-1	-45
46	Cc1cn([C@H]2C[C@H](O)[C@@H](CNCc3cccn3-c3ccncc3)O2)c(=O)[nH]c1=O	0	0	-11	-2	14	-6	2	-12
47	CC(Cc1ccccn1)NC(=O)CCc1nnc(C2CCCCC2)o1 (centres undefined)	4	-1	4	-14	-15	11	0	-21
48	CC(Sc1nnc(-c2ccco2)n1-c1ccccc1)C(=O)NCC1CCCO1 (centres undefined)	1	2	-3	-2	3	-5	1	9

# Molecules from the list above that contain an aryl methoxy group, in the order listed:
no.	mol	S100A4 inh HTS	PglD DTNB	FN deposition inh	EWS-Fli block	LGR2 antag	PGC1a acetyl inh	ERAP1 inh	PAX8 inh HTS
11	COc1ccc(-n2cnc3cc(NS(=O)(=O)c4ccccc4)ccc32)cc1	-11	8	/	-38	-18	0	5	/
26	COc1cccc(S(=O)(=O)N[C@@H]2CC[C@@H](CC(=O)NCc3ccncc3)O[C@@H]2CO)c1	-4	0	12	-1	-3	3	0	-12
30	COc1cc(N(C)C)c([N+](=O)[O-])cc1C(=O)N1CCOCC1	5	-3	-6	-2	/	/	1	1
33	COc1ccc(NC(=O)N[C@H]2CC[C@@H](CCNC(=O)CCN3CCCCC3)O[C@H]2CO)cc1	10	3	-23	-13	-7	0	0	-14
34	COc1cc2nc(CN(C)Cc3ccc(SC)cc3)[nH]c(=O)c2cc1OC	-2	-3	-5	-3	4	-15	/	10
40	COc1ccc(NC(=O)Nc2ccc3c(c2)C(=O)N([C@@H](C)CO)C[C@H](C)[C@@H](CN(C)S(=O)(=O)c2cccs2)O3)cc1	-2	1	/	6	2	-3	0	/

# Additional entries
no.	mol	S100A4 inh HTS	PglD DTNB	FN deposition inh	EWS-Fli block	LGR2 antag	PGC1a acetyl inh	ERAP1 inh	PAX8 inh HTS
49	CCCC(=O)Nc1ccc2c(c1)OC[C@@H](C)N(CC1CCCC1)C[C@H](C)[C@H](OC)CN(C)C2=O	11	-1	4	14	-19	13	-6	5
50	COc1ccc(C#Cc2ccc([C@H]3[C@H]4CN(C)CCCCN4[C@H]3CO)cc2)cc1	-9	-1	-5	-31	-40	1	0	-73
51	CSc1nnc(C(C)c2ncc(C(F)(F)F)cc2Cl)n1C (centres undefined)	-3	/	8	8	-13	/	-2	6
52	COC(=O)[C@]1(C)N[C@H](CN(C)C(=O)Nc2ccc(C)cc2)[C@@H]2C(=O)N(C)C(=O)[C@@H]21	-7	1	/	-8	-4	2	/	-4
53	COc1cc(/C=C/C(=O)OCC(=O)NC(=O)C2COc3ccccc3O2)ccc1OC(F)F (centres undefined)	-20	0	0	0	8	4	-2	7
54	O=C(c1cccnc1)n1nc(NCc2ccccc2)nc1NCc1ccccc1	-2	-2	4	-24	-4	-4	-1	8
55	COC(=O)c1ccc(C(=O)OC)c(NC(=O)CSc2n[nH]c(N)n2)c1	1	0	-3	-12	8	2	7	-11
56	CC(=O)N(CCc1ccccc1C)Cc1cc2cc(C)ccc2[nH]c1=O	-5	-2	4	2	7	-17	1	12
57	CC(CCc1ccccc1)NC(=O)/C=C/c1ccc(Cl)cc1 (centres undefined)	/	-9	6	/	-2	/	/	1
58	Cc1ccc(S(=O)(=O)Nc2cccc3c2O[C@@H](CN(C)C(=O)Nc2ccccc2)[C@@H](C)CN([C@@H](C)CO)C3=O)cc1	-7	2	/	11	0	-8	2	7
59	CCOC(=O)c1[nH]c(C)c(C(=O)Nc2ccccc2C)c1C	-1	5	4	35	-10	-8	0	1
